Bioassay records deposited in PubChem BioAssay by several laboratories.
MEKK2 WT-MEK5: modulators of MEK5 binding to wildtype MEKK2, primary screen, biochemical, multiplex bead flow cytometry, Alexa488-MEK5; Alexa488-MEK5 binding to MEKK2 WT; actives lie on both sides; binding response (% of control), % at 10 µM; 290,000 compounds, 1.1% hits; in the data active = binding response below about 67% or above about 130%
SUMO HTRF inh: inhibitors of in vitro SUMOylation cascade, primary screen, biochemical, HTRF, uHTS; HTRF SUMOylation assay, SAE1/SAE2 + UBC9; inhibition, % at 35 µM; 290,000 compounds, 0.36% hits; in the data active = inhibition above about 50%, passing the limit was not always enough; note: strong numbers were not always called active
Target sequence (P63279 whole entry, looked up): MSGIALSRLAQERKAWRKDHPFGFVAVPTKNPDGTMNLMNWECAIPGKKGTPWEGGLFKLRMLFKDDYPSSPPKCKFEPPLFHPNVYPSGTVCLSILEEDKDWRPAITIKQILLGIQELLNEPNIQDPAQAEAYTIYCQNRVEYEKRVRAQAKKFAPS
FID counter: compounds displacing fluorescent DNA intercalator, primary screen, artefact control for HCV NS3 helicase inhibitor project, biochemical, FID fluorescence. 290,000 compounds, 0.17% hits. inhibition, % at 7.9 µM. AID 1845, 2009. DNA fluorescent intercalator displacement; in the data active = inhibition above about 37%;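 note: 0% = vehicle and 100% = reference compound; higher means more ethidium bromide displaced from hairpin DNA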
M18AAP inhibitor: PfM18AAP inhibitors, malaria aminopeptidase, primary screen, biochemical, QFRET, recombinant enzyme | M18 aspartyl aminopeptidase (Plasmodium falciparum 3D7) | H-Glu-NHMec fluorogenic cleavage | inhibition, % at 7.35 µM | 290,000 compounds, 1.2% hits | AID 1822, 2009;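 active = inhibition above the campaign mean inhibition over all tested compounds plus 3 SD, cut at about 28% in these data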;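 note: 0% = plate median of test compound wells and 100% = 2 mM ZnCl2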
HCV NS3 hel inh: inhibitors of HCV NS3 helicase, primary screen, biochemical, Cy5 molecular beacon fluorescence; Hepatitis C virus NS3 helicase; NS3 helicase DNA unwinding; inhibition, % at 10.9 µM; 290,000 compounds, 0.56% hits;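 active = inhibition above the mean of all tested compounds plus 3 SD, set per campaign, cut at about 35% in these data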;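 note: 0% = DMSO wells and 100% = thioflavine S control wells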
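Compound dosing – single dose, 10.9 µM nominal final, DMSO 0.8% final · System – NS3 helicase fragment of HCV · Buffer or medium – MOPS pH 6.5, MgCl2, DTT, Tween20, BSA · Signal – Cy5 beacon fluorescence read at start and 1 h · Also added – annealed dual-labelled DNA beacon duplex, ATP-started · Schedule – 1 h at 25 °C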
NALP1 inh: NALP1 inflammasome inhibitors in reconstituted yeast, colorimetric, S. cerevisiae, triplicate retest; inhibition, % at 10 µM; 280,000 compounds, 0.61% hits; S. cerevisiae NALP1/ASC/caspase-1 growth, X-gal OD620, 72 h; in the data active = inhibition mostly above about 24%, no sharp cut-off; inactive = mostly below about 32%; note: some compounds called inactive have numbers as strong as hits
VIM-2 inhibitor: VIM-2 metallo-beta-lactamase inhibitors, primary screen, biochemical, epi-absorbance readout, Pseudomonas aeruginosa enzyme; AID 1527, 2009; inhibition, % at 5.6 µM; purified VIM-2, nitrocefin hydrolysis, epi-absorbance fluorescence; 290,000 compounds, 0.89% hits;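 active = inhibition above the mean of all tested compounds plus 3 SD, cutoff set per screening run, cut at about 7.5% in these data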;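 note: red hydrolysis product quenches plate fluorescence so inhibitors raise well fluorescence; 0% = enzyme with DMSO and 100% = DMSO without enzyme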
IMP-1 inhibitor: IMP-1 metallo-beta-lactamase inhibitors, primary screen, biochemical, epi-absorbance readout, Pseudomonas aeruginosa enzyme | inhibition, % at 5.6 µM | purified IMP-1, nitrocefin hydrolysis, epi-absorbance fluorescence | metallo-beta-lactamase IMP-1 (Pseudomonas aeruginosa) | 290,000 compounds, 0.45% hits;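 active = inhibition above the mean plus 3 SD of all compounds in the same screening run, cut at about 4.5% in these data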;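 note: 0% = IMP-1 with DMSO and 100% = DMSO wells lacking enzyme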
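System: Purified recombinant IMP-1 metallo-beta-lactamase enzyme | Measured by: Fluorescence quenching readout, ex 480/em 530 nm | Replication: Singlicate | Incubation: 15 min preincubation plus 25 min reaction at 25 °C | Evaluation: Percent inhibition from optical density relative to buffer-blank wells | Benchmarks: DMSO with and without IMP-1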
MEKK2 mut-MEK5: MEK5 binding signal on mutant MEKK2 PB1, primary screen, biochemical, multiplex bead flow cytometry, Alexa488-MEK5; 290,000 compounds, 0.35% hits; percent response, % at 10 µM; Alexa488-MEK5 binding to MEKK2 mutant; AID 1530, 2009; in the data active = percent response above about 24%, passing the limit was not always enough; note: inactives centre near 1; some results filed as inactive read as strong as hits
Active calls of the source: *; · = not tested or not shown. Outcome played no part in choosing rows (roughly 4.7% active in at least one column).

SMILES | MEKK2 WT-MEK5 | SUMO HTRF inh | FID counter | M18AAP inhibitor | HCV NS3 hel inh | NALP1 inh | VIM-2 inhibitor | IMP-1 inhibitor | MEKK2 mut-MEK5
COc1cccc(C(=O)NNC(=O)c2ccccc2Br)c1 | 107.0 | 1.3 | 0.0 | -4.7 | 7.7 | -0.4 | -6.0 | -1.6 | 7.0
CCOC(=O)Cn1nc(C)c(NC(=O)COc2cccc(Cl)c2)c1C | 119.0 | 10.0 | -9.8 | -17.6 | 7.8 | 1.7 | -3.0 | -1.3 | 0.0
Cc1cc(NC(=O)COc2ccccc2)ccc1Cl | 102.0 | 0.8 | -8.3 | 2.3 | 0.7 | 7.9 | -0.4 | -1.4 | 7.0
O=C(c1cccs1)N(Cc1ccc(Cl)cc1)C1CCS(=O)(=O)C1 (stereo not drawn) | 111.0 | 13.7 | -25.0 | 2.7 | 6.7 | 5.5 | -3.9 | -3.6 | 3.0
O=S(=O)(NCc1ccccn1)c1ccc2ccccc2c1 | 99.0 | 3.4 | -8.4 | -2.9 | 1.3 | 1.7 | -2.1 | -1.7 | 0.0
O=C(NCCc1ccccc1)C(=O)NCC1CCNCC1 | 97.0 | 7.1 | 5.6 | -8.5 | -4.3 | 4.2 | -2.8 | -3.6 | -2.0
CCNc1nc(NC(C)C)nc(N(C#N)CCOc2ccccc2)n1 | 99.0 | -27.4 | -14.3 | -6.9 | -3.6 | -0.1 | -1.9 | -3.4 | 0.0
Cc1ccc(C2NC(c3ccc(C)cc3)C(C)C(=O)C2C)cc1 (stereo not drawn) | 91.0 | -9.0 | -8.2 | -4.9 | 15.2 | 26.0 | -4.2 | -3.8 | -16.0
COC(=O)c1[nH]c(C)c(/C(O)=C2\C(=O)C(=O)N(CCCN3CCOCC3)C2c2ccccn2)c1C (stereo not drawn) | 105.0 | 24.3 | -3.1 | 2.4 | -0.9 | 10.3 | 0.6 | -2.0 | 4.0
COc1ccc(CCNC(=O)CSc2nnnn2-c2ccccc2OC)cc1OC | 107.0 | -6.0 | -20.8 | 0.1 | 9.5 | 23.8 | -4.6 | -2.5 | 6.0
COCCSc1nc2c(c(=O)[nH]c(=O)n2C)n1CCCc1ccccc1 | 91.0 | -3.6 | -30.8 | 22.7 | 10.5 | 10.9 | -1.7 | -0.6 | -16.0
O=C(Cc1ccccc1)NCC(=O)N1CCCCCC1 | 100.0 | 7.2 | 0.8 | -5.0 | 0.4 | 17.6 | -4.6 | -5.0 | 1.0
COc1cccc(CN2CCC(n3nccc3NC(=O)CCOc3ccccc3)CC2)c1 | 117.0 | -7.5 | 6.9 | -3.0 | -10.7 | 12.9 | -2.9 | -2.5 | 9.0
CC(=O)N1CCN(CCN=CC2=C(O)CC(c3ccco3)CC2=O)CC1 (stereo not drawn) | 104.0 | 16.7 | -5.4 | 24.3 | 8.8 | -2.9 | -4.6 | -2.9 | -1.0
O=C1/C(=C/c2ccc(O)cc2)CCc2ccc([N+](=O)[O-])cc21 | 96.0 | -4.8 | 14.8 | -0.4 | -11.4 | 28.4 | -5.2 | -1.5 | -2.0
COc1cccc(CC(NC(C)=O)C(=O)NC2CCN(S(=O)(=O)c3ccc(NC(C)=O)cc3)CC2)c1 (stereo not drawn) | 85.0 | 12.3 | -6.8 | 1.5 | -9.0 | 0.3 | -3.6 | -0.9 | -11.0
CCn1c(COc2ccccc2C)nnc1SCC(=O)CC(=O)Nc1ccccc1OC | 101.0 | 22.5 | -15.7 | 4.3 | 0.1 | 7.0 | -3.8 | -5.7 | 2.0
COc1cc([N+](=O)[O-])ccc1NC(=O)Cn1ccsc1=N | 106.0 | 11.5 | 10.0 | 0.5 | -9.9 | 9.8 | -2.9 | -2.5 | 6.0
COC(=O)CN(C)C1CC(=O)N(c2ccc(Cl)cc2)C1=O (stereo not drawn) | 99.0 | 2.9 | -1.7 | -4.6 | -4.3 | -4.8 | -2.4 | -1.9 | -3.0
COC(=O)CS(=O)(=O)c1cc([N+](=O)[O-])ccc1NC(=O)OC | 92.0 | 13.1 | 3.6 | -11.9 | 3.8 | 9.9 | -2.1 | -1.7 | -9.0
COC(=O)c1ccc(C)c(-n2c(=O)n(Cc3ccccc3)c(=O)c3[nH]cnc32)c1 | 111.0 | 12.6 | -15.2 | -2.7 | 0.9 | -0.5 | -3.0 | -1.6 | 11.0
Cc1cc(=O)oc2cc(OCCC[n+]3ccccc3)ccc12 | 106.0 | -6.3 | 4.7 | 3.9 | 21.0 | 6.2 | 8.3* | -4.0 | 11.0
Cc1ccc(C(=O)Oc2cccc(NC(=O)c3ccco3)c2)cc1S(=O)(=O)N1CCC(C)CC1 | 102.0 | 15.7 | -20.6 | 0.0 | -3.7 | -4.0 | -1.4 | -5.0 | -2.0
COc1ccc(CNC(=O)C2COc3ccccc3O2)cc1 (stereo not drawn) | 99.0 | -0.2 | -5.2 | -2.8 | -0.9 | 3.0 | -1.8 | -2.4 | -5.0
CN(c1ccc(C(=O)NCCSC(C)(C)C)cc1)S(C)(=O)=O | 98.0 | -8.2 | -7.9 | -5.0 | -3.4 | -4.9 | -1.1 | -3.1 | -3.0
COc1ccc(CNC(=O)c2cc(S(=O)(=O)N3CCCC3)cn2C)cc1 | 103.0 | 4.2 | -10.9 | -1.9 | 19.6 | 7.6 | -2.8 | -1.6 | 0.0
C/C(=N\NC(=S)Nc1cccc(C)c1)c1ccccc1 | 101.0 | -31.4 | -6.6 | 9.3 | -5.2 | 7.7 | -2.7 | -1.1 | 6.0
CCCCC(=O)N/N=C(\C)CC(=O)Nc1cc(Cl)ccc1OC | · | 29.0 | -11.5 | -12.2 | -4.3 | 11.6 | -0.9 | -1.7 | ·

Grouped by structure: the entries above containing four or more nitrogen atoms
SMILES | MEKK2 WT-MEK5 | SUMO HTRF inh | FID counter | M18AAP inhibitor | HCV NS3 hel inh | NALP1 inh | VIM-2 inhibitor | IMP-1 inhibitor | MEKK2 mut-MEK5
CCNc1nc(NC(C)C)nc(N(C#N)CCOc2ccccc2)n1 | 99.0 | -27.4 | -14.3 | -6.9 | -3.6 | -0.1 | -1.9 | -3.4 | 0.0
COC(=O)c1[nH]c(C)c(/C(O)=C2\C(=O)C(=O)N(CCCN3CCOCC3)C2c2ccccn2)c1C (stereo not drawn) | 105.0 | 24.3 | -3.1 | 2.4 | -0.9 | 10.3 | 0.6 | -2.0 | 4.0
COc1ccc(CCNC(=O)CSc2nnnn2-c2ccccc2OC)cc1OC | 107.0 | -6.0 | -20.8 | 0.1 | 9.5 | 23.8 | -4.6 | -2.5 | 6.0
COCCSc1nc2c(c(=O)[nH]c(=O)n2C)n1CCCc1ccccc1 | 91.0 | -3.6 | -30.8 | 22.7 | 10.5 | 10.9 | -1.7 | -0.6 | -16.0
COc1cccc(CN2CCC(n3nccc3NC(=O)CCOc3ccccc3)CC2)c1 | 117.0 | -7.5 | 6.9 | -3.0 | -10.7 | 12.9 | -2.9 | -2.5 | 9.0
COc1cccc(CC(NC(C)=O)C(=O)NC2CCN(S(=O)(=O)c3ccc(NC(C)=O)cc3)CC2)c1 (stereo not drawn) | 85.0 | 12.3 | -6.8 | 1.5 | -9.0 | 0.3 | -3.6 | -0.9 | -11.0
CCn1c(COc2ccccc2C)nnc1SCC(=O)CC(=O)Nc1ccccc1OC | 101.0 | 22.5 | -15.7 | 4.3 | 0.1 | 7.0 | -3.8 | -5.7 | 2.0
COc1cc([N+](=O)[O-])ccc1NC(=O)Cn1ccsc1=N | 106.0 | 11.5 | 10.0 | 0.5 | -9.9 | 9.8 | -2.9 | -2.5 | 6.0
COC(=O)c1ccc(C)c(-n2c(=O)n(Cc3ccccc3)c(=O)c3[nH]cnc32)c1 | 111.0 | 12.6 | -15.2 | -2.7 | 0.9 | -0.5 | -3.0 | -1.6 | 11.0

An excerpt of these results, with tabs:
SMILES	MEKK2 WT-MEK5	SUMO HTRF inh	FID counter	M18AAP inhibitor	HCV NS3 hel inh	NALP1 inh	VIM-2 inhibitor	IMP-1 inhibitor	MEKK2 mut-MEK5
COC(=O)CS(=O)(=O)c1cc([N+](=O)[O-])ccc1NC(=O)OC	92.0	13.1	3.6	-11.9	3.8	9.9	-2.1	-1.7	-9.0
COc1ccc(CNC(=O)c2cc(S(=O)(=O)N3CCCC3)cn2C)cc1	103.0	4.2	-10.9	-1.9	19.6	7.6	-2.8	-1.6	0.0
